Screening results: PubChem, several laboratories
MRP reversal – reversal of MRP1-mediated doxorubicin resistance, primary screen, H69AR cells, doxorubicin co-treatment | H69AR cells + 2 uM doxorubicin, CellTiter-Glo, 72 h | differential viability (reversal), % at 10 µM | actives 0.04% (n = 85,000) | AID 602, 2007;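 active = viability drop by adding the cancer drug above about 55%, with treated viability meeting a 40% cutoff, limit read from the data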;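 note: viability without doxorubicin minus viability with 2 µM doxorubicin for each compound; larger differential means the compound sensitizes cells more to doxorubicin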
PLAP inhibition – PLAP enzyme inhibitors, biochemical, luminescence, HTS (AID 690) | Alkaline phosphatase, placental type (Homo sapiens) | purified PLAP, luminescent substrate; higher % means a stronger effect | inhibition, % at 20 µM; hits with a dose series show IC50 in µM | actives 0.08% (n = 96,000); in the data active = a potency from the dose series; inactive = the rest, 99 in 100 with inhibition below about 30%; note: strong numbers were not always called active
NFkB transloc pot – enhancers of NFkB p65 translocation in HUVEC – imaging, IL-1B stimulus, high-content imaging, primary screen; HUVEC IL-1B NFkB p65 nuclear translocation imaging; activation, % at 2 µM; actives 0.3% (n = 94,000); AID 819, 2007;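 active = activation above 40%, about the mean plus 3 SD, also judged a hit on visual image review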;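 note: percent activation is computed from the nuclear over cytoplasmic p65 intensity ratio; values of inactives mirror those of a sister screen read the other way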
NFkB transloc inh – inhibitors of IL-1B driven NFkB p65 nuclear import, primary screen, imaging, HUVEC, IL-1B stimulus, high-content imaging; HUVEC IL-1B NFkB p65 nuclear translocation imaging; inhibition, % at 2 µM; actives 0.43% (n = 94,000); AID 796, 2007;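 active = inhibition above about 30% together with a positive call from visual inspection of the well image, limit read from the data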;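 note: nuclear over cytoplasmic p65 intensity ratio measured by imaging; 0% = IL-1B stimulated DMSO wells and 100% = unstimulated DMSO wells; values of inactives mirror those of a sister screen read the other way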
Bcl-B TR3 displacers – displacers of TR3 peptide from Bcl-B, primary screen, selectivity assay for Bfl-1 inhibitor project, biochemical, fluorescence polarization | FP displacement of FITC-TR3 peptide from Bcl-B; higher % means a stronger effect | actives 0.11% (n = 96,000) | displacement, % at 20 µM; hits with a dose series show IC50 in µM;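 active = displacement above 50% at 20 µM plus a fluorescence interference ratio under 1.5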;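 note: plate controls were wells without compound for no effect and wells lacking Bcl-B protein for full effect; a part of the inactive calls stands beside numbers as strong as those of hits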
MRP reversal cytotoxicity – second read-out of MRP reversal, no call of its own (marks repeat the call); viability, %; H69AR cells, CellTiter-Glo, 72 h; measured here: cytotoxicity without doxorubicin
MRP reversal with doxorubicin – further read-out of MRP reversal, marked with its call; viability, %; measured here: viability with 2 uM doxorubicin; hits give low values
NFkB transloc inh cell count 2 µM – further read-out of NFkB transloc inh, marked with its call; cell count; measured here: cells passing quality filter;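 raw number of nuclei counted in each imaged well without normalization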
NFkB transloc pot cell count 2 µM – recorded beside NFkB transloc pot, whose call it bears; cell count; measured here: cells passing quality filter
The depositor's hits bear a star; . = not tested or not shown. Only part of the results is shown; rates above refer to the full screens.

SMILES	MRP reversal	MRP reversal cytotoxicity	MRP reversal with doxorubicin	PLAP inhibition	NFkB transloc pot	NFkB transloc pot cell count 2 µM	NFkB transloc inh	NFkB transloc inh cell count 2 µM	Bcl-B TR3 displacers
COC(=O)c1cn(NC(=O)c2cccnc2)c(=O)c2ccccc12	11.8	98.2	86.3	-0.5%	-1.7	66	1.7	66	3.6%
O=c1nc(-c2ccccc2)cc(C(F)(F)F)[nH]1	-15.1	89.9	105.0	3.8%	8.6	84	-8.6	84	-4.1%
N#Cc1c(NC(=S)NC(=O)Cc2cccs2)sc2c1CCCCC2	.	.	.	-8.7%	.	.	.	.	-16.5%
O=C1CC(N2CCN(c3nc4ccccc4s3)CC2)C(=O)N1c1cccc(F)c1 (stereo not drawn)	13.3	105.1	91.8	-73.5%	-3.1	167	3.1	167	-7.3%
COc1ccc(-c2cc(C(F)(F)F)nc(-n3cncn3)n2)cc1	-12.9	69.5	82.4	-13.7%	31.5	186	-31.5	186	-5.5%
COc1ccccc1CNC(=O)c1ccccc1N	-5.2	96.4	101.6	26.2%	15.7	175	-15.7	175	23.2%
CCCOc1ccc(C(=O)NC(=S)Nc2nc(C)c(C(=O)N(C)C)s2)cc1	.	.	.	-44.2%	7.8	141	-7.8	141	-2.3%
CC(C)Nc1cc(N2CCCC2)ccc1[N+](=O)[O-]	.	.	.	10.8%	-2.6	133	2.6	133	2.7%
CC(=O)NCCc1nc2ccccc2n1Cc1ccc(C)cc1	6.2	87.9	81.7	-61.4%	-4.2	173	4.2	173	-5.4%
Cc1cc(=O)[nH]c(Nc2ccc(C(=O)OC(C)C)cc2)n1	-3.5	91.5	95.0	-44.0%	.	.	.	.	-21.8%
Cc1ccc(-c2nnn(CC(=O)N(c3ccccc3F)C(CC(C)C)C(=O)NCC3CCCO3)n2)cc1 (stereo not drawn)	.	.	.	-35.1%	-3.0	146	3.0	146	2.6%
O=C(Nc1ccc2c(c1)OCO2)c1cc2nc(C3CC3)cc(C(F)(F)F)n2n1	.	.	.	3.4%	0.4	111	-0.4	111	19.5%
C=CCn1c(SCc2ccccc2)nnc1-c1cccnc1	7.1	93.2	86.1	26.3%	16.7	173	-16.7	173	-4.8%
CC(=O)Nc1ccc(NC(=O)c2ccccc2F)cc1	6.7	96.4	89.7	15.2%	6.1	150	-6.1	150	-6.5%
Cc1ccc(C)c(NS(=O)(=O)c2ccc(NC(=O)c3ccco3)cc2)c1	-1.8	91.5	93.3	.	22.4	137	-22.4	137	.
CN1CCN(C(=O)c2cn(C)c3ccc(S(=O)(=O)N(C)C4CCCCC4)cc3c2=O)CC1	7.8	99.6	91.8	-63.7%	-5.6	69	5.6	69	3.0%
CC(C)(C)C(=O)COC(=O)c1cc2ccccc2cc1O	.	.	.	14.8%	-1.8	141	1.8	141	-2.6%
O=C(COC(=O)C1=Cc2ccccc2OC1)NC1CCCC1	.	.	.	12.7%	-1.3	140	1.3	140	5.4%
O=C1OC(Nc2ccc(Cl)cn2)c2ccccc21 (stereo not drawn)	5.8	93.3	87.4	20.5%	16.1	51	-16.1	51	-3.8%
Cc1ccc(Nc2nc(N)nc(CC#N)n2)cc1	.	.	.	16.0%	10.5	153	-10.5	153	0.5%
COc1ccc(NCc2nnc(SCC(=O)c3ccc(OC)cc3)n2C)cc1	.	.	.	-22.8%	11.4	149	-11.4	149	-6.4%
O=C(CN1C(=O)C2CC=CCC2C1=O)NCC1COc2ccccc2O1 (stereo not drawn)	-13.2	101.1	114.3	12.7%	-17.4	144	17.4	144	-7.1%
Cc1c(O)cc2n(c1=O)-c1ccccc1C2(C)C	2.4	87.2	84.8	.	4.3	81	-4.3	81	.
O=C(OCC#CCSc1nnc(-c2cccc3ccccc23)o1)c1cccs1	-24.4	34.6	59.0	23.1%	18.8	133	-18.8	133	1.6%
NC(=O)c1cc(S(=O)(=O)NC2CCCCC2)co1	0.4	101.0	100.6	7.7%	33.7	115	-33.7	115	0.4%
COC(=O)c1cc(OC)c(OC)cc1NC(=O)Cn1nnc(-c2ccccc2Cl)n1	-28.0	34.8	62.8	19.8%	10.9	108	-10.9	108	-3.0%
Cc1nc2ccccc2c(=O)n1NC(=O)c1ccccc1Cl	7.7	93.2	85.5	5.5%	5.3	95	-5.3	95	0.0%
COc1cc2nc(COc3ccc(C#N)cc3)n(CC#N)c(=O)c2cc1OC	-2.9	101.7	104.6	-48.3%	-0.4	115	0.4	115	-14.4%
CC1(C)CC(=O)C(C2=NC(C)(C)Cc3ccccc32)=C(O)C1	.	.	.	4.7%	1.1	166	-1.1	166	-3.5%
CN(C)c1cccc(C(=O)NC2CCCCCC2)c1	-7.4	99.7	107.1	16.7%	-5.2	123	5.2	123	-0.6%
C=CCn1c(C)c(C(C)=O)c(SC)nc1=S	5.3	95.1	89.8	0.6%	7.6	201	-7.6	201	28.7%
NC(=O)COc1c(-c2ccccc2)oc2ccccc2c1=O	24.2	100.1	75.9	11.2%	8.9	123	-8.9	123	-7.0%
CC1CCCN(S(=O)(=O)c2ccc(C(=O)Nc3nnc(-c4ccccc4Cl)o3)cc2)C1 (stereo not drawn)	-21.2	30.8	52.0	-38.2%	2.1	107	-2.1	107	-1.1%
COc1cc(NC(=O)c2cc3nc(C4CC4)cc(C(F)(F)F)n3n2)c(OC)cc1Cl	.	.	.	-4.4%	-13.6	140	13.6	140	-13.7%
Cc1ccc(-n2ncc3c(=O)[nH]c(SCC(=O)N4CCC(C)CC4)nc32)cc1C	12.4	78.9	66.5	-29.7%	.	.	.	.	-13.0%
COc1ccc(NC(=O)Cn2cc(C(=O)c3ccco3)c3ccccc32)cc1	11.9	96.3	84.4	-4.2%	-6.5	162	6.5	162	1.2%
C/C(=N\OC(=O)c1ccccc1F)c1nccs1	.	.	.	11.8%	-0.1	134	0.1	134	0.3%
Cc1cc(NC(=O)C(C)C)ncc1NC(=O)CCc1ccccc1	8.7	93.9	85.2	.	-0.1	79	0.1	79	3.5%
CN1CCN(C(=S)Nc2ccc([N+](=O)[O-])cc2)CC1	.	.	.	15.4%	-3.9	137	3.9	137	0.4%
COc1ccc(S(=O)(=O)N(C)c2ccc(C(=O)NCCC(C)C)cc2)cc1	0.3	79.4	79.0	-88.8%	10.9	61	-10.9	61	-3.4%
O=c1cc(CSc2nnc(-c3ccco3)o2)c2ccccc2[nH]1	11.1	97.2	86.2	-37.9%	2.0	137	-2.0	137	-7.5%
C=CCC(=O)OCC(=O)Nc1ccc(Oc2ccccc2)cc1	-20.7	61.7	82.4	10.9%	11.2	114	-11.2	114	-0.9%
Cc1c(Cl)cccc1N(CC(=O)N1CCCCCC1)S(C)(=O)=O	-2.8	86.3	89.1	-13.0%	.	.	.	.	-0.7%
CCOC(=O)N1CCN(CC(=O)c2c[nH]c3ccc(F)cc23)CC1	16.7	93.0	76.4	-9.5%	1.2	222	-1.2	222	-14.0%
CC(NC(=O)Cc1ccsc1)c1ccc(S(N)(=O)=O)cc1 (stereo not drawn)	10.7	97.0	86.4	1.1%	.	.	.	.	2.3%
CCOC(=O)C(C)C1(O)c2ccccc2-c2ncccc21 (stereo not drawn)	.	.	.	-20.4%	-4.7	108	4.7	108	-5.5%
CN1CCN(C(=O)CSc2nc(-c3cccs3)ccc2C#N)CC1	2.9	80.9	78.0	-22.6%	10.0	142	-10.0	142	5.8%
CCCc1[nH][nH]c(=O)c1C(c1ccc(Cl)cc1)C(C#N)C#N (stereo not drawn)	3.6	84.6	81.1	.	-7.4	166	7.4	166	.
CN(C1CCCCC1)S(=O)(=O)c1ccc(NC(=S)NC(=O)c2cccs2)cc1	.	.	.	-11.4%	-11.8	188	11.8	188	-1.9%
CCCC(c1nnnn1CC(=O)OCC)N(Cc1cc2ccc(C)cc2[nH]c1=O)C1CCCC1 (stereo not drawn)	-8.4	104.2	112.6	-12.3%	11.5	118	-11.5	118	-0.4%
CN(C)c1nc2c(c(=O)[nH]c(=O)n2C)n1Cc1ccccc1Br	9.6	84.8	75.1	8.2%	33.5	60	-33.5	60	-9.1%
COC(=O)Nc1nnc(-c2ccccc2Cl)s1	0.6	93.2	92.6	5.5%	1.4	130	-1.4	130	7.4%
CCCCCCCCCCSc1n[nH]c(NC(C)=O)n1	6.0	73.6	67.5	-191.4%	10.6	69	-5.6	136	-2.8%
Cn1nnc2cc(NC(=O)N3CCN(c4ccccn4)CC3)ccc21	-10.7	79.5	90.2	14.2%	3.5	176	-3.5	176	7.8%
COCCn1c(=N)c(C(=O)NCc2ccco2)cc2c(=O)n3ccccc3nc21	.	.	.	-36.6%	.	.	.	.	13.0%

Single records (already shown).
CCCCCCCCCCSc1n[nH]c(NC(C)=O)n1 in the list: MRP reversal = 6.0; MRP reversal cytotoxicity = 73.6; MRP reversal with doxorubicin = 67.5; PLAP inhibition = -191.4%; NFkB transloc pot = 10.6; NFkB transloc pot cell count 2 µM = 69; NFkB transloc inh = -5.6; NFkB transloc inh cell count 2 µM = 136; Bcl-B TR3 displacers = -2.8%
CCCc1[nH][nH]c(=O)c1C(c1ccc(Cl)cc1)C(C#N)C#N (stereo not drawn) in the list: MRP reversal = 3.6; MRP reversal cytotoxicity = 84.6; MRP reversal with doxorubicin = 81.1; PLAP inhibition = .; NFkB transloc pot = -7.4; NFkB transloc pot cell count 2 µM = 166; NFkB transloc inh = 7.4; NFkB transloc inh cell count 2 µM = 166; Bcl-B TR3 displacers = .

An excerpt from above in order of the NFkB transloc pot value, falling:
smiles	PLAP inhibition	NFkB transloc pot	NFkB transloc pot cell count 2 µM	Bcl-B TR3 displacers
Cn1nnc2cc(NC(=O)N3CCN(c4ccccn4)CC3)ccc21	14.2%	3.5	176	7.8%
O=c1cc(CSc2nnc(-c3ccco3)o2)c2ccccc2[nH]1	-37.9%	2.0	137	-7.5%
COC(=O)Nc1nnc(-c2ccccc2Cl)s1	5.5%	1.4	130	7.4%
CCCc1[nH][nH]c(=O)c1C(c1ccc(Cl)cc1)C(C#N)C#N (stereo not drawn)	.	-7.4	166	.
CN(C1CCCCC1)S(=O)(=O)c1ccc(NC(=S)NC(=O)c2cccs2)cc1	-11.4%	-11.8	188	-1.9%

Ordered by length of the SMILES (low to high): part of the list above
SMILES	MRP reversal	MRP reversal cytotoxicity	MRP reversal with doxorubicin	PLAP inhibition	NFkB transloc pot	NFkB transloc pot cell count 2 µM	NFkB transloc inh	NFkB transloc inh cell count 2 µM	Bcl-B TR3 displacers
COC(=O)Nc1nnc(-c2ccccc2Cl)s1	0.6	93.2	92.6	5.5%	1.4	130	-1.4	130	7.4%
CCCCCCCCCCSc1n[nH]c(NC(C)=O)n1	6.0	73.6	67.5	-191.4%	10.6	69	-5.6	136	-2.8%
CN1CCN(C(=O)CSc2nc(-c3cccs3)ccc2C#N)CC1	2.9	80.9	78.0	-22.6%	10.0	142	-10.0	142	5.8%
Cc1c(Cl)cccc1N(CC(=O)N1CCCCCC1)S(C)(=O)=O	-2.8	86.3	89.1	-13.0%	.	.	.	.	-0.7%
